inhibitors of VEEV: inhibitors of VEEV TC-83 cytopathic effect, confirmation, Vero cells (AID 588727); 350,000 compounds, 0.13% hits; inhibition, % at 20 µM, or IC50 in µM where a hit was titrated; Vero cells, VEEV TC-83 cytopathic effect inhibition; higher % means a stronger effect; in the data active means a potency from the dose series; inconclusive means inhibition mostly from about 14% at the one dose, without a potency; inactive means the rest, 99 in 100 with inhibition below about 12%; further: strong numbers were not always called active
M. tuberculosis: growth inhibition of non-replicating M. tuberculosis (AID 488890); Mycobacterium tuberculosis non-replicating, growth inhibition; higher % means a stronger effect; inhibition, % at 25 µM; hits with a dose series show IC50 in µM; 320,000 compounds, 0.39% hits; in the data active means a potency from the dose series; inconclusive means inhibition mostly from about 82% at the one dose, without a potency; inactive means the rest, 99 in 100 with inhibition below about 76%;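 further: plate controls were DMSO cells for no effect and high antibiotic wells for full effect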
H37Rv inhibition: M. tuberculosis growth inhibition, HTS (AID 449762) | inhibition, % at 25 µM, or IC50 in µM where a hit was titrated | 330,000 compounds, 0.59% hits | M. tuberculosis H37Rv growth inhibition, 7H9 media; higher % means a stronger effect; in the data active means a potency from the dose series; inconclusive means inhibition above about 70% without an active follow-up result;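 further: bacterial growth assessed after seven days of incubation; strong numbers were not always called active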
PhoP GFP inhibition: PhoP regulon inhibitors, Salmonella typhi PhoP promoter GFP reporter, confirmatory (AID 1850). Salmonella Typhi PhoP-promoter GFP reporter, fluorescence, 4 h; higher % means a stronger effect. 310,000 compounds, 0.33% hits. inhibition, % at 50 µM; hits with a dose series show IC50 in µM; in the data active means a potency from the dose series; inconclusive means inhibition mostly from about 25% at the one dose, without a potency; inactive means the rest, 99 in 100 with inhibition below about 19%;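 further: 0% = induced wells with vehicle and 100% = uninduced wells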
H1N1 NS1A inhibition: NS1A inhibition, H1N1 influenza, cell based functional assay (AID 504329); 340,000 compounds, 0.3% hits; one-dose inhibition, % at 12.5 µM; IC50 in µM for titrated hits; NS1A functional cell-based assay, percent inhibition; higher % means a stronger effect; in the data active means a potency from the dose series; inconclusive means inhibition above about 27% without an active follow-up result; further: strong numbers were not always called active
inhibitors of VEEV 10K pilot screen: further read-out of inhibitors of VEEV, marked with its call; inhibition, %; measured here: 10K pilot screen inhibition
* hit, by the source's call; i = inactive; ? = inconclusive; nt = not tested or not shown; & = joins results of further samples.

SMILES	inhibitors of VEEV	M. tuberculosis	H37Rv inhibition	PhoP GFP inhibition	H1N1 NS1A inhibition	others
COc1ccccc1NS(=O)(=O)c1ccc(Cl)c(NC(=O)C(C)N2C(=O)c3ccccc3C2=O)c1 (stereo not given)	i	-24%	6%	-3%	-1%
COc1ccc(Br)c2oc(SC)cc(=O)c12	0.6%	-4%	-9%	-9%	6%
CN(C)P(=O)(N(C)C)N1CC1	9.7%	nt	nt	nt	1%
Cc1nc(NC(=O)c2ccccc2)sc1C1(C)CC(c2ccc(OC(F)(F)F)cc2)=NO1 (stereo not given)	nt	31%	25µM*	0%	nt
CCC1CN(C(=O)N2CCC(C(=O)Nc3ccccc3OC)CC2)c2ccccc2O1 (stereo not given)	8.6%	46%	11%	1%	5%
COc1cc(C(C)=O)ccc1Oc1ncnc2c1cnn2-c1ccc(C)c(C)c1	3.5%	18%	2%	-10%	-8%	inhibitors of VEEV 10K pilot screen=4.2
CC(C)(C)C(=O)NC(n1cnc2c(N3CCOCC3)ncnc21)C(Cl)(Cl)Cl (stereo not given)	5.0%	0%	-4%	10%	-8%
O=C(NC(=S)Nc1ncccn1)c1ccc(Cl)cc1Cl	1.5%	-11%	1%	-1%	-1%
O=C(CCc1nc2ccccc2c(=O)[nH]1)NC1CCN(Cc2ccccc2)CC1	i	1%	nt	-4%	3%
COCCNC(=O)C1CC2Cn3c(nc4cc5ccccc5cc43)C2N1C (stereo not given)	0.3%	-14%	-13%	-9%	0%
CCCCN1C(=N)N([C@@H](C)CN2CCC[C@H]2CN2C(N)=NC[C@@H]2Cc2ccccc2)C[C@H]1Cc1ccccc1	i	?	67%	nt	11%	inhibitors of VEEV 10K pilot screen=0.4
CCCCNC(=O)c1[nH]c(C)c(C(C)=O)c1C	1.9%	-4%	0%	-3%	-12%
C=CCn1c(O)c(C=NCCN(C)C)c(=O)[nH]c1=O	1.4%	-10%	5%	3%	-16%
CCOc1ccccc1NC(=O)CCCCCN1C(=O)[C@@H]2Cc3ccccc3CN2C1=O	3.8%	45%	0%	-2%	-1%
O=C(Nc1ccc(O)cc1)N1CCOCC1	i	-14%	-4%	-3%	3%
COc1ccccc1OCCCOc1c(C)cc(C)cc1Br	2.9%	69%	?	-9%	-14%
Cc1c(-c2ccccc2)nc(N)c(C#N)c1-c1ccco1	2.4%	-4%	-2%	-6%	-7%
Cc1ccc(S(=O)(=O)Nc2ccc(Cl)cn2)cc1C	1.1%	-1%	-3%	-5%	-10%
O=C(CSc1ncnc2nc[nH]c12)N1CCN(c2ccccc2)CC1	3.7%	2%	-12%	3%	-1%
CCc1ccccc1N(CC(=O)N1CCN(c2ccccc2F)CC1)S(C)(=O)=O	2.7%	14%	-8%	9%	8%
CCOC(=O)C1CCCN(C(=O)CN(c2ccc(OC)cc2)S(=O)(=O)c2c(C)noc2C)C1 (stereo not given)	0.7%	nt	-14%	4%	1%
Cn1c(=O)cc(OCC(=O)NCCCN2CCN(c3ccccc3F)CC2)c2ccccc21	i	5%	-19%	2%	1%
Cc1cc(C(=O)NC(C)C2CC2)c(Cl)cc1Cl (stereo not given)	0.0%	2%	-26%	-3%	0%
O=C1c2cc(S(=O)(=O)N(CCO)CCO)ccc2-c2ccc(S(=O)(=O)N(CCO)CCO)cc21	i	-1%	-1%	-9%	-25%
N/C(=N\OC(=O)c1ccc2ccccc2c1)c1ccncc1	0.9%	34%	4%	-8%	3%
COc1ccc(C(=O)COC(=O)C2CCCN2C(=O)C23CC4CC(CC(C4)C2)C3)cc1 (stereo not given)	0.5%	-10%	0%	-10%	16%
COc1ccc(NC(=O)CSC2=NN3CCCC(=O)N=C3S2)c(OC)c1	i	3%	-2%	-7%	-10%
Cc1ccc(NC(=O)c2oc3ccccc3c2C)c([N+](=O)[O-])c1	0.8%	-5%	11%	-3%	-3%
CCn1cc(CN2CCCC(C(=O)Nc3ccc(-c4cscn4)cc3)C2)cn1 (stereo not given)	9.1%	-1%	-2%	-1%	2%
OCCOCCO	0.4%	-1%	-6%	2%	5%
CCOc1ccc(NC(=O)C/C(N)=N/O)cc1	i	19%	?	14%	3%
Cc1ccc2nc3c(cc(C#N)c(=N)n3Cc3cccnc3)c(=O)n2c1	nt	5%	16%	-40%	nt
CCOC(=O)N1CCN(C(=O)COc2cccc3c2CCN(Cc2ccccc2C)C3=O)CC1	8.0%	5%	7%	6%	3%
CCc1ccc(OC(=O)c2cccnc2)cc1	2.4%	29%	-1%	4%	3%
COC(=O)CCC(=O)Nc1sc(Cc2ccccc2)c(C)c1C(N)=O	i	i	?	1%	8%
COc1ccc(CNc2ncc(-c3ccccc3)n2C)cc1	0.2%	15%	-2%	4%	-2%
CCc1c(C2(O)CCCCC2)[nH]c2cc(C(F)(F)F)ccc12	10%	3%	?	7%	-6%
O=C(CN(Cc1ccc(F)cc1)C(=O)CCC(=O)Nc1ccccn1)NCc1ccc(F)cc1	1.9%	9%	-7%	9%	5%
COc1ccccc1OCC(=O)N1CC2(C)CC1CC(C)(C)C2 (stereo not given)	0.2%	-1%	-2%	-9%	5%
CN(C)CCCNS(=O)(=O)c1ccc(NC2CCCCCC2)c([N+](=O)[O-])c1	i	24%	8%	-4%	2%

Pulled one by one from the list above (2):
SMILES	inhibitors of VEEV	M. tuberculosis	H37Rv inhibition	PhoP GFP inhibition	H1N1 NS1A inhibition	others
C=CCn1c(O)c(C=NCCN(C)C)c(=O)[nH]c1=O	1.4%	-10%	5%	3%	-16%
O=C(Nc1ccc(O)cc1)N1CCOCC1	i	-14%	-4%	-3%	3%

Remaining list, next part
SMILES	inhibitors of VEEV	M. tuberculosis	H37Rv inhibition	PhoP GFP inhibition	H1N1 NS1A inhibition	others
Fc1ccc(Br)cc1C1C=C(c2ccc(Br)cc2)Nc2ncnn21 (stereo not given)	1.8%	22%	0%	1%	-2%
COc1ccccc1NC(=O)Cn1c(C)nc2c(sc(=S)n2Cc2ccco2)c1=O	9.4%	20%	3%	2%	2%
CCN(CC)CCn1c(OC)cc(=O)[nH]c1=O	6.9%	17%	7%	-9%	5%
CN(CC(=O)Nc1ccccc1Br)c1ncnc2sccc12	i	-3%	-8%	-1%	-14%
FC(F)(F)c1nnc(N2CCN(c3ccc(Cl)cc3)CC2)s1	0.9%	64%	-6%	-2%	-2%
COc1ccc(C(C(=O)NC2CCCC2)N(Cc2ccc(F)cc2)C(=O)c2ccn[nH]2)cc1OC (stereo not given)	1.7%	5%	-7%	-10%	-4%
COc1ccc(C(=O)c2c(C)c3ccccc3n2CC(O)CNC(C)C)cc1 (stereo not given)	i	49%	11%	-9%	-12%
CCN(CC(=O)Nc1ccc(OC)cc1)C(=O)CSCc1c(C)noc1C	i	7%	-7%	nt	-7%
CCOc1ccc(OCCOCCNCCOC)cc1	0.1%	-4%	-7%	-8%	3%
CC(C)(C)OC(=O)N1CCCC1C(=O)NC(Cc1ccccc1)C(=O)O (stereo not given)	0.6%	-24%	-4%	-12%	5%
NNC(=O)c1cc2c(s1)-c1cc(Cl)ccc1SC2	3.9%	4%	4%	-10%	nt
Cc1ccc2[nH]c(=O)c(-c3noc(C(C)C)n3)cc2c1	1.0%	9%	-14%	-5%	-1%
CCc1ccc(-c2cc(C(=O)O)c3ccccc3n2)s1	1.2%	-5%	4%	3%	-15%
Cc1ccc(-c2csc3nc(C)n(-n4cccc4)c(=O)c23)o1	2.0%	-3%	1%	0%	-3%
O=S(=O)(NCCC1=CCCCC1)c1cccc2nsnc12	i	nt	nt	nt	-10%
Cc1c(Oc2ccc(C(F)(F)F)cc2[N+](=O)[O-])ccc2c3c(c(=O)oc12)CCC3	2.2%	-2%	-2%	-5%	3%
O=C1N=C(N2CCN(c3ccccc3)CC2)SC1Cc1ccccc1 (stereo not given)	1.3%	13%	4%	-9%	-4%
Cc1ccc(SCC(=O)OCC(=O)N(CC(C)C)c2c(N)n(Cc3ccccc3)c(=O)[nH]c2=O)c(C)c1	0.3%	5%	29%	-3%	-14%
O=C(COC(=O)c1ccc(NS(=O)(=O)c2cccs2)cc1)Nc1nc2c(F)c(F)c(F)cc2s1	5.3%	nt	nt	nt	-14%
N[C@H]1CONC1=O	nt	-2%	13%	-15%	nt
Cc1cccc(NC(=O)CN(C)C(=O)/C=C/c2ccccc2)c1C	i	nt	nt	nt	3%
Cc1cccc2c1CCCC2=O	0.3%	nt	nt	nt	3%
O=C(Nc1ccccc1N1CCOCC1)c1ccc2c(c1)OCO2	1.2%	5%	3%	0%	4%
Cc1cc(N2CCN(c3ccccn3)CC2)n2c(nc3ccccc32)c1C#N	7.8%	nt	nt	nt	-7%
CCOc1ccc(S(=O)(=O)NC(Cc2cnc[nH]2)C(=O)O)cc1 (stereo not given)	0.2%	-5%	-6%	2%	-14%
COC(=O)c1cccc(-n2cnnn2)c1	3.5%	23%	3%	-9%	5%
Cc1ccc(CNC(=O)CSc2nnc3n2CCCCC3)cc1	i	5%	-2%	nt	0%
COCCN(C(=O)CSc1nnc(-c2ccncc2)n1C)c1c(N)n(CC(C)C)c(=O)[nH]c1=O	i	nt	nt	nt	-16%
CS(=O)(=O)N(CC(=O)NN=C1CCCCCC1)c1ccc(Oc2ccccc2)cc1	i	-16%	1%	1%	8%
CCCCn1c(N)c(N(CCOC)C(=O)c2ccc3c(c2)C(=O)N(c2cc(C)ccc2C)C3=O)c(=O)[nH]c1=O	3.3%	-16%	2%	-6%	4%
CC(C)N1CC(C(=O)Nc2ccc(C#N)cc2)CC1=O (stereo not given)	0.1%	4%	10%	-2%	-6%
COc1ccc(C(=O)Oc2cccnc2)cc1	0.1%	13%	4%	-1%	-9%
COc1cc(NC(=O)c2csc(-c3ccncc3)n2)cc(C(=O)Nc2cccc(C(F)(F)F)c2)c1	11%&11%	-2%	?	2%	2%
Cc1ccc(/C=C2\SC(=S)N(CCCC(=O)Nc3cccnc3)C2=O)cc1	7.3%	22%	-4%	-7%	-9%
CCCn1c(SCC(=O)Nc2ccc(OCC)cc2)nnc1C(C)C	2.1%	0%	-3%	4%	16%
C[C@]12CC[C@@H](O)CC1=CCC1C2CC[C@@]2(C)C1CC[C@@H]2N (stereo not given in full)	1.8%	8%	-6%	nt	4%
CC(=O)c1c(C)[nH]c(C(=O)CN2C(=O)NC(C)(C)C2=O)c1C	1.3%	-2%	-2%	-3%	-3%
O=C(CNC(=S)N(Cc1ccccc1)Cc1cccnc1)NCCc1ccccc1	1.1%	35%	-5%	-13%	0%
Cc1ccc2c(c1)NC(=O)C(CC(=O)Nc1ccc(Br)c(C)c1)O2 (stereo not given)	i	2%	2%	-1%	-1%
COc1ccccc1C(=O)NCC(=O)OCC(=O)c1cccc2ccccc12	1.5%	6%	0%	-3%	-1%
CCN1C(=O)/C(=C/c2ccc(C)o2)N(C)C1=S	2.2%	-7%	-12%	3%	-1%

Of the compounds above, 13 contain an NH in an aromatic ring.
SMILES	inhibitors of VEEV	M. tuberculosis	H37Rv inhibition	PhoP GFP inhibition	H1N1 NS1A inhibition	others
O=C(CCc1nc2ccccc2c(=O)[nH]1)NC1CCN(Cc2ccccc2)CC1	i	1%	nt	-4%	3%
CCCCNC(=O)c1[nH]c(C)c(C(C)=O)c1C	1.9%	-4%	0%	-3%	-12%
C=CCn1c(O)c(C=NCCN(C)C)c(=O)[nH]c1=O	1.4%	-10%	5%	3%	-16%
O=C(CSc1ncnc2nc[nH]c12)N1CCN(c2ccccc2)CC1	3.7%	2%	-12%	3%	-1%
CCc1c(C2(O)CCCCC2)[nH]c2cc(C(F)(F)F)ccc12	10%	3%	?	7%	-6%
CCN(CC)CCn1c(OC)cc(=O)[nH]c1=O	6.9%	17%	7%	-9%	5%
COc1ccc(C(C(=O)NC2CCCC2)N(Cc2ccc(F)cc2)C(=O)c2ccn[nH]2)cc1OC (stereo not given)	1.7%	5%	-7%	-10%	-4%
Cc1ccc2[nH]c(=O)c(-c3noc(C(C)C)n3)cc2c1	1.0%	9%	-14%	-5%	-1%
Cc1ccc(SCC(=O)OCC(=O)N(CC(C)C)c2c(N)n(Cc3ccccc3)c(=O)[nH]c2=O)c(C)c1	0.3%	5%	29%	-3%	-14%
CCOc1ccc(S(=O)(=O)NC(Cc2cnc[nH]2)C(=O)O)cc1 (stereo not given)	0.2%	-5%	-6%	2%	-14%
COCCN(C(=O)CSc1nnc(-c2ccncc2)n1C)c1c(N)n(CC(C)C)c(=O)[nH]c1=O	i	nt	nt	nt	-16%
CCCCn1c(N)c(N(CCOC)C(=O)c2ccc3c(c2)C(=O)N(c2cc(C)ccc2C)C3=O)c(=O)[nH]c1=O	3.3%	-16%	2%	-6%	4%
CC(=O)c1c(C)[nH]c(C(=O)CN2C(=O)NC(C)(C)C2=O)c1C	1.3%	-2%	-2%	-3%	-3%

Screening data (PubChem BioAssay)
